From PubChem
MEKK3 PB1 HTS: raises or lowers MEK5 binding to the human MEKK3 PB1 domain. binding response (% of control), % at 10 µM. bead-based flow cytometry, Alexa488-MEK5 binding to MEKK3; actives lie on both sides; 0 = blocked by unlabeled MEK5, 100 = vehicle. 290,000 tested, 1.4% active. Q99759;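 active = binding response more than 3 SD above or below the average of its plate-row segment, actives on both sides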;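 note: Alexa488 bead fluorescence after subtracting the streptavidin-only scavenger bead signal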
MEKK2mut PB1 HTS: signal of MEK5 binding to mutant human MEKK2 PB1 domain; AID 1530; percent response, % at 10 µM; bead flow cytometry, Alexa488-MEK5 binding to MEKK2 mutant; 290,000 tested, 0.35% active; in the data active = percent response above about 24%, passing the limit was not always enough; note: inactives centre near 1; some results filed as inactive read as strong as hits; reference of the scale not given here
NALP1 inh: blocks the NALP1 inflammasome reconstituted in yeast | 280,000 tested, 0.61% active | inhibition, % at 10 µM | S. cerevisiae NALP1/ASC/caspase-1 growth, X-gal OD620, 72 h; in the data active = inhibition mostly above about 24%, no sharp cut-off; inactive = mostly below about 32%; note: some compounds called inactive have numbers as strong as hits
MEKK2wt PB1 HTS: raises or lowers MEK5 binding to wildtype human MEKK2 PB1 domain; AID 1531; 290,000 tested, 1.1% active; bead flow cytometry, Alexa488-MEK5 binding to MEKK2 WT; actives lie on both sides; binding response (% of control), % at 10 µM; Q9Y2U5; in the data active = binding response below about 67% or above about 130%
UBC9 SUMO inh: inhibitors of human SUMOylation (UBC9). 290,000 tested, 0.36% active. HTRF SUMOylation assay, SAE1/SAE2 + UBC9, in vitro. P63279. inhibition, % at 35 µM; in the data active = inhibition above about 50%, passing the limit was not always enough; note: strong numbers were not always called active
p-CIP stab down: lowers stability of the mouse p/CIP coactivator protein; Q05BA5; F442A p/CIP-EGFP cells, EGFP fluorescence, 16 h; decrease of EGFP signal, % at 10 µM; 290,000 tested, 0.01% active; AID 1984;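 active = EGFP signal decrease of at least 30% at 10 µM or well 3 SD below plate mean, unless failing retest; inactive = the rest, including hits failing retest or dose response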; note: some compounds called inactive have numbers as strong as hits; many of its hits are not listed in these tables
IDE cell inh: inhibitors of human insulin-degrading enzyme in cells; P14735; inhibition, % at 5.59 µM; 320,000 tested, 0.41% active; HEK cells, FAbetaB cleavage, fluorescence polarization;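 active = percent inhibition above the average of all tested compounds plus 3 SD, set per screening campaign, cut at about 16% in these data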;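 note: IDE supplied by intact live HEK cells; FP after avidin binding of uncleaved biotin substrate so inhibition keeps polarization high; 0% = DMSO wells and 100% = 60 µM reference IDE inhibitor Ii1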
Target sequence (P14735 whole entry, looked up): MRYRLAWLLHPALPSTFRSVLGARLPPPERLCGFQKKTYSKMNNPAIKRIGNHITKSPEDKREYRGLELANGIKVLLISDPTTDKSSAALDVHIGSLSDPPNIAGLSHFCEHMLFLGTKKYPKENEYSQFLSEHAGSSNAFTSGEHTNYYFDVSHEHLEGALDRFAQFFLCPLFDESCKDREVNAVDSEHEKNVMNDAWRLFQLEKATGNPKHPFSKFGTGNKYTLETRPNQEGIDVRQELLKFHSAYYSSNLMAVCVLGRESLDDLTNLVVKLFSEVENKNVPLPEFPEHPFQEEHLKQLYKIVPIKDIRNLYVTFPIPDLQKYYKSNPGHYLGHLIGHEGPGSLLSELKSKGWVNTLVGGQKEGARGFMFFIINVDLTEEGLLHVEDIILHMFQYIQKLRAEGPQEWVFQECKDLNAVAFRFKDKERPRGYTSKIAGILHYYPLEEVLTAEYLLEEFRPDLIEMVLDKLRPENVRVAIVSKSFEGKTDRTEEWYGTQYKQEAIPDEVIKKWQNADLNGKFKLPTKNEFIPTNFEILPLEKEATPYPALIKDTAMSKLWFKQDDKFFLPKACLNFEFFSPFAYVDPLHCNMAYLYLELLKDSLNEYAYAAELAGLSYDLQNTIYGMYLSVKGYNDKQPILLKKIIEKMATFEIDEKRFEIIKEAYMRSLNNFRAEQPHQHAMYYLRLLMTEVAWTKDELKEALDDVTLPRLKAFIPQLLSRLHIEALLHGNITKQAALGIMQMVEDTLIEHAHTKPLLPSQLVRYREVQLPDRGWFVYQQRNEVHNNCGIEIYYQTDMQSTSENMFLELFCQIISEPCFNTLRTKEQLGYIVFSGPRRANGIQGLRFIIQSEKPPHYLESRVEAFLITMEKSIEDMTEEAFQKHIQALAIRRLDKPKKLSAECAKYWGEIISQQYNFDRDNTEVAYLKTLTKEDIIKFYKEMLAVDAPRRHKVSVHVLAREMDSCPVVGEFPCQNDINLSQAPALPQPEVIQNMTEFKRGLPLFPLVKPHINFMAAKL
IDE act: IDE (human) activation, cell-based; activation, % at 5.96 µM; HEK cells, FAbeta-B cleavage, fluorescence polarization; 0% vehicle, 100% cell-free pure enzyme wells; 340,000 tested, 0.073% active; AID 493087; P14735;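 active = activation above the mean of all tested compounds plus 3 SD, set per screening campaign, cut at about 17% in these data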
PfM18AAP inh: PfM18AAP enzyme inhibition | recombinant PfM18AAP, H-Glu-NHMec fluorogenic cleavage | inhibition, % at 7.35 µM | 290,000 tested, 1.2% active;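 active = inhibition above the campaign mean inhibition over all tested compounds plus 3 SD, cut at about 28% in these data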;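 note: 0% = plate median of test compound wells and 100% = 2 mM ZnCl2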
* = called active by the depositor; / = not tested or not shown. Not all compounds are listed; rates above refer to the full screens.

No. | Molecule | MEKK3 PB1 HTS | MEKK2mut PB1 HTS | NALP1 inh | MEKK2wt PB1 HTS | UBC9 SUMO inh | p-CIP stab down | IDE cell inh | IDE act | PfM18AAP inh
1 | COc1ccc(C(=O)/C=C/c2ccc(O)cc2)c(O)c1CC=C(C)C | 106 | -3 | 31 | 97 | -49 | -1 | -1 | 3 | 2
2 | COC(=O)C(CC(=O)c1ccc(C)cc1)n1nc(C)cc1C (stereo not drawn) | 100 | 13 | -5 | 108 | -1 | -8 | 1 | 2 | -23
3 | COc1ccc(CCNc2nc(-c3ccco3)cc(C(F)(F)F)n2)cc1OC | 112 | 2 | 14 | 106 | 7 | -10 | 3 | -4 | -1
4 | S=C(c1ccc(-c2ccc(Cl)cc2Cl)o1)N1CCCCC1 | 100 | 5 | 22 | 100 | -5 | 1 | 2 | 0 | -2
5 | COc1ccc2ccn(S(=O)(=O)c3ccccc3)c2c1 | 103 | 2 | 33 | 105 | 14 | -16 | -2 | 5 | -1
6 | C[C@@]12C(=O)N(CC3CC3)CC(=O)N1[C@H](C1CC1)[C@@H]1C(=O)N(c3ccccc3)C(=O)[C@@H]12 | 102 | 3 | 5 | 101 | 19 | -6 | -4 | 3 | 1
7 | Cc1cnc(NC(=O)CC2CCCC2)s1 | 110 | -6 | 33 | 101 | 5 | 14 | 2 | 2 | 1
8 | CCc1ccc(C2C3=C(CC(C)(C)CC3=O)OC3=C2C(=O)CC(C)(C)C3)cc1 | 108 | -1 | 10 | 103 | -1 | -13 | 5 | 5 | 6
9 | Nc1nonc1C(=O)NCCNC(=O)c1ccccc1F | 109 | 3 | -3 | 113 | -2 | -4 | -3 | 3 | -3
10 | O=C(CCS(=O)(=O)Cc1ccccc1F)NCc1ccccc1Cl | 105 | 0 | -2 | 102 | 8 | 1 | -3 | 5 | 0
11 | COc1ccc(Cc2nc3ccc(C(=O)N(C)Cc4nccs4)cc3o2)cc1OC | 97 | -3 | 22 | 95 | -7 | 0 | 5 | 5 | -6
12 | COCC(C)n1c(C)cc(C(=O)CSc2ncccn2)c1C (stereo not drawn) | 97 | -2 | -16 | 95 | 7 | -2 | 6 | 6 | -10
13 | Cn1c(SCC(=O)NC2CCCCC2)nnc1-c1ccccc1F | 100 | -6 | 2 | 99 | 11 | 2 | 4 | -3 | 1
14 | N#Cc1ccc(-n2c(-c3ccccc3)nnc2-c2ccccc2)cc1C#N | / | / | -36 | / | 17 | -15 | -1 | 8 | -1
15 | C=COCCNC(=O)Nc1ccc(Cl)cc1Cl | 103 | 4 | 5 | 104 | 30 | -3 | -9 | 1 | -1

Copied from the list.
Under p-CIP stab down, COCC(C)n1c(C)cc(C(=O)CSc2ncccn2)c1C (stereo not drawn) has -2
Under MEKK2mut PB1 HTS, C=COCCNC(=O)Nc1ccc(Cl)cc1Cl has 4

13 of the compounds above, with values under each structure.
Each structure is followed by: MEKK3 PB1 HTS, MEKK2mut PB1 HTS, NALP1 inh, MEKK2wt PB1 HTS, UBC9 SUMO inh, p-CIP stab down, IDE cell inh, IDE act, PfM18AAP inh
2: COC(=O)C(CC(=O)c1ccc(C)cc1)n1nc(C)cc1C (stereo not drawn)
  100, 13, -5, 108, -1, -8, 1, 2, -23
3: COc1ccc(CCNc2nc(-c3ccco3)cc(C(F)(F)F)n2)cc1OC
  112, 2, 14, 106, 7, -10, 3, -4, -1
4: S=C(c1ccc(-c2ccc(Cl)cc2Cl)o1)N1CCCCC1
  100, 5, 22, 100, -5, 1, 2, 0, -2
5: COc1ccc2ccn(S(=O)(=O)c3ccccc3)c2c1
  103, 2, 33, 105, 14, -16, -2, 5, -1
6: C[C@@]12C(=O)N(CC3CC3)CC(=O)N1[C@H](C1CC1)[C@@H]1C(=O)N(c3ccccc3)C(=O)[C@@H]12
  102, 3, 5, 101, 19, -6, -4, 3, 1
7: Cc1cnc(NC(=O)CC2CCCC2)s1
  110, -6, 33, 101, 5, 14, 2, 2, 1
8: CCc1ccc(C2C3=C(CC(C)(C)CC3=O)OC3=C2C(=O)CC(C)(C)C3)cc1
  108, -1, 10, 103, -1, -13, 5, 5, 6
9: Nc1nonc1C(=O)NCCNC(=O)c1ccccc1F
  109, 3, -3, 113, -2, -4, -3, 3, -3
10: O=C(CCS(=O)(=O)Cc1ccccc1F)NCc1ccccc1Cl
  105, 0, -2, 102, 8, 1, -3, 5, 0
11: COc1ccc(Cc2nc3ccc(C(=O)N(C)Cc4nccs4)cc3o2)cc1OC
  97, -3, 22, 95, -7, 0, 5, 5, -6
12: COCC(C)n1c(C)cc(C(=O)CSc2ncccn2)c1C (stereo not drawn)
  97, -2, -16, 95, 7, -2, 6, 6, -10
13: Cn1c(SCC(=O)NC2CCCCC2)nnc1-c1ccccc1F
  100, -6, 2, 99, 11, 2, 4, -3, 1
14: N#Cc1ccc(-n2c(-c3ccccc3)nnc2-c2ccccc2)cc1C#N
  /, /, -36, /, 17, -15, -1, 8, -1

Continuation:
No. | Molecule | MEKK3 PB1 HTS | MEKK2mut PB1 HTS | NALP1 inh | MEKK2wt PB1 HTS | UBC9 SUMO inh | p-CIP stab down | IDE cell inh | IDE act | PfM18AAP inh
16 | O=C(NCCCn1ccnc1)C1CC(c2cccc(Br)c2)=NO1 (stereo not drawn) | 106 | 8 | 2 | 106 | -2 | 0 | -4 | 3 | -3
17 | O=C(c1cccnc1)n1nc(-c2ccco2)nc1NCc1cccs1 | 92 | -9 | 34 | 91 | 4 | -2 | / | -2 | -4
18 | O=C(CNC(=O)c1ccco1)OCc1ccc(Br)cc1 | 97 | 5 | 9 | 98 | 14 | 0 | 2 | -8 | -14
19 | CCSc1nc2ccccc2n1S(=O)(=O)c1ccccc1 | 115 | 11 | 13 | 112 | 10 | -10 | 5 | 6 | 1
20 | COc1ccc(NC(=O)CSCc2cc(=O)n3cc(C)sc3n2)cc1 | 101 | 0 | 18 | 105 | -8 | 1 | -6 | 8 | -1
21 | CCc1ccc(NC(=O)CSc2nc3nc(C)cc(C)n3n2)cc1 | 101 | -1 | 11 | 94 | -10 | -8 | 4 | 8 | 2
22 | COc1ccc(NC(=S)Nc2cc(C)[nH]n2)cc1Cl | 104 | 6 | / | 109 | 30 | -12 | 0 | -6 | 7
23 | Cc1nn(C(=O)c2ccc([N+](=O)[O-])cc2)c(C)c1Br | 92 | -5 | 34 | 98 | 13 | -4 | -1 | 0 | -3
24 | CC(C)CN1C=C2C(=O)C(C)(OC(=O)C3CCCC3)C(=O)C=C2C=C1c1ccsc1 (stereo not drawn) | 94 | 6 | / | 90 | 12 | 5 | 3 | 8 | /
25 | COC(=O)N/N=C/c1cn(CC(C)COc2ccccc2)c2ccccc12 (stereo not drawn) | 116 | -1 | 30 | 98 | -9 | -3 | 1 | 3 | -1
26 | Cc1ccc2oc(-c3cccc(NC(=O)/C=C/c4cccc([N+](=O)[O-])c4)c3C)nc2c1 | 106 | 9 | 10 | 106 | 8 | 8 | 1 | -10 | -6
27 | CC(=O)[C@H]1[C@H](C#N)C[C@H]2[C@@H]3CC=C4C[C@@H](O)CC[C@]4(C)[C@H]3CC[C@@]21C | 110 | 6 | 26 | 99 | 33 | 0 | 3 | -3 | -1
28 | O=C(NC(=S)N1CCN(C(c2ccccc2)c2ccccc2)CC1)c1ccc(S(=O)(=O)N2CCOCC2)cc1 | 103 | 2 | 13 | 96 | 3 | 3 | 0 | 2 | -6
29 | COc1cccc(CNC(=O)CS(=O)(=O)Cc2nc(-c3ccc(C)cc3)oc2C)c1OC | 99 | 3 | -4 | 99 | 23 | -4 | 1 | 5 | 8
